Salmonella PhoP GFP: PhoP regulon inhibitors, Salmonella typhi PhoP promoter GFP reporter, confirmatory (AID 1850); inhibition, % at 50 µM, or IC50 in µM where a hit was titrated; Salmonella Typhi PhoP-promoter GFP reporter, fluorescence, 4 h; higher % means a stronger effect; 310,000 compounds, 0.33% hits; in the data active = a potency from the dose series; inconclusive = inhibition mostly from about 25% at the one dose, without a potency; inactive = the rest, 99 in 100 with inhibition below about 19%;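 also: 0% = induced wells with vehicle and 100% = uninduced wells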
VEEV TC-83 Vero: inhibitors of VEEV TC-83 cytopathic effect, confirmation, Vero cells (AID 588727); Vero cells, VEEV TC-83 cytopathic effect inhibition; higher % means a stronger effect; inhibition, % at 20 µM; hits with a dose series show IC50 in µM; 350,000 compounds, 0.13% hits; in the data active = a potency from the dose series; inconclusive = inhibition mostly from about 14% at the one dose, without a potency; inactive = the rest, 99 in 100 with inhibition below about 12%; also: strong numbers were not always called active
H37Rv inhibition: M. tuberculosis growth inhibition, HTS (AID 449762); inhibition, % at 25 µM; hits with a dose series show IC50 in µM; M. tuberculosis H37Rv growth inhibition, 7H9 media; higher % means a stronger effect; 330,000 compounds, 0.59% hits; in the data active = a potency from the dose series; inconclusive = inhibition above about 70% without an active follow-up result;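 also: bacterial growth assessed after seven days of incubation; strong numbers were not always called active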
tuberculosis growth: growth inhibition of non-replicating M. tuberculosis (AID 488890); Mycobacterium tuberculosis non-replicating, growth inhibition; higher % means a stronger effect; one-dose inhibition, % at 25 µM; IC50 in µM for titrated hits; 320,000 compounds, 0.39% hits; in the data active = a potency from the dose series; inconclusive = inhibition mostly from about 82% at the one dose, without a potency; inactive = the rest, 99 in 100 with inhibition below about 76%;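 also: plate controls were DMSO cells for no effect and high antibiotic wells for full effect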
influenza NS1A: H1N1 influenza NS1A inhibitors, functional cell based assay (AID 504329); NS1A functional cell-based assay, percent inhibition; higher % means a stronger effect; one-dose inhibition, % at 12.5 µM; IC50 in µM for titrated hits; 340,000 compounds, 0.3% hits; in the data active = a potency from the dose series; inconclusive = inhibition above about 27% without an active follow-up result; also: strong numbers were not always called active
Starred values were filed as active, the others as inactive; i = inactive; ? = inconclusive; nt = not tested or not shown.

SMILES	Salmonella PhoP GFP	VEEV TC-83 Vero	H37Rv inhibition	tuberculosis growth	influenza NS1A
COc1ccc(NC(=O)N(C)C[C@H]2Oc3ccc(NC(=O)c4ccncc4)cc3C(=O)N([C@H](C)CO)C[C@@H]2C)cc1	nt	0.6%	2%	2%	17%
CN1C[C@@H]2[C@@H]3C(=O)N(Cc4ccccc4)C(=O)[C@@H]3[C@](Cc3ccccc3)(C1=O)N2C(=O)c1ccc(C(F)(F)F)cc1	nt	6.0%	nt	nt	-13%
Cc1cc(C(=O)Nc2ccc3c(c2)OCCO3)c2ccccc2n1	-5%	0.6%	-8%	-19%	-3%
Cc1cc(=O)n2c(nc3ccccc32)[nH]1	-6%	1.9%	-7%	-13%	-5%
NC(=S)/N=C/c1c(O)[nH]c(=O)[nH]c1=O	4%	1.4%	-2%	-13%	-3%
CC(=O)N1CCN(c2ccc(NCc3cccc4ccccc34)cc2)CC1	9%	1.9%	16%	-7%	16%
CCC1(c2ccccc2)NC(=O)N(CC#N)C1=O (stereo unspecified)	0%	0.5%	-3%	-25%	-2%
CCc1ccc(Nc2cc(=O)n(C3CCCCC3)c(=O)[nH]2)cc1	-8%	2.9%	-6%	18%	-2%
CCCNC(=S)N1CCC(NC(=O)c2ccc(C)cc2)CC1	-2%	i	3%	4%	-1%
CCOC(=O)c1cccc(N2C(=O)C3C(C(=O)NC4CC4)C4(C)C=CC3(O4)C2C(=O)NC(C)(C)C)c1 (stereo unspecified)	-1%	2.9%	-7%	0%	4%
COc1ccc(C(=O)Nc2nc(-c3cccs3)c(NC(C)=O)s2)cc1	2%	3.1%	3%	-2%	16%
Brc1ccc2c(c1)C(C1=NCCN1)c1ccccc1CS2 (stereo unspecified)	-3%	i	1%	7%	5%
Cc1c(Cc2ccccc2)c(=O)oc2cc(OCC(=O)NC(Cc3ccc(Cl)cc3)C(=O)O)ccc12 (stereo unspecified)	6%	0.9%	-1%	34%	4%
COc1cccc(C2CNC3(CCCC(C)C3)c3[nH]c4ccccc4c32)c1OC (stereo unspecified)	-3%	i	48%	73%	-10%
CCCNC(=S)Nc1cc2oc3ccccc3c2cc1OC	13%	5.7%	8%	?	-8%
CCOC(=O)c1c(C)[nH]c(C(=O)CSc2nnnn2-c2ccc(C)cc2)c1C	12%	5.5%	7%	45%	6%
CCCC(C)C(=O)Nc1cccc(NC(C)=O)c1 (stereo unspecified)	18%	i	0%	-1%	-2%
Cc1ccc(NC(=O)N2CCCC2C(=O)NCc2ccccc2Cl)cc1 (stereo unspecified)	-8%	i	3%	6%	-6%
CC(C)c1ccccc1NC(=O)COc1ccc(C(=O)NCCc2ccccc2)cc1	-8%	2.6%	-2%	75%	-5%
O=C(CCc1ccccc1)NNC(=O)C12CC3CC(CC(C3)C1)C2	2%	i	4%	3%	9%
O=C(Nc1nc(-c2ccco2)c(-c2ccco2)s1)C1CC(=O)N(c2ccc3c(c2)OCCO3)C1 (stereo unspecified)	7%	6.6%	4%	19%	17%
C=CCNc1nc(N)c([N+](=O)[O-])c(Nc2ccccc2OC)n1	8%	2.6%	-2%	7%	13%
O=C(O)c1ccc(CNS(=O)(=O)c2ccc3ccccc3c2)cc1	-12%	0.3%	6%	-10%	-7%
COc1ccc(-c2nc(CS(=O)CC(=O)NCc3ccc(F)cc3)c(C)o2)cc1 (stereo unspecified)	7%	3.7%	13%	0%	4%
CCN(CC)C(=O)COc1coc(CN2CCN(c3ccccc3F)CC2)cc1=O	3%	i	1%	-3%	8%
CCOc1ncccc1C(=O)NNC(=O)c1cccc(S(=O)(=O)Nc2ccc(OC)cc2)c1	-7%	1.4%	-10%	15%	-8%
O=c1[nH]c(C2CCN(S(=O)(=O)c3ccccc3)CC2)nc2c1nnn2Cc1ccccc1	-4%	3.9%	4%	25%	3%
CCN(C(=O)CSc1nc(N)cc(=O)[nH]1)c1c(N)n(Cc2ccccc2)c(=O)[nH]c1=O	7%	11%	-2%	-4%	-4%
CCOc1ccc(NC(=O)CN2CCN(CC(=O)Nc3ccc(OC)cc3OC)CC2)cc1	11%	0.9%	7%	21%	-2%
Cc1ccc2c(C)c(C(=O)N3CCCC(C(N)=O)C3)oc2c1C (stereo unspecified)	nt	3.4%	nt	nt	-4%

Whole records from above. Order of screens: Salmonella PhoP GFP, VEEV TC-83 Vero, H37Rv inhibition, tuberculosis growth, influenza NS1A
O=C(Nc1nc(-c2ccco2)c(-c2ccco2)s1)C1CC(=O)N(c2ccc3c(c2)OCCO3)C1 (stereo unspecified) is listed as 7%, 6.6%, 4%, 19%, 17%
Cc1ccc(NC(=O)N2CCCC2C(=O)NCc2ccccc2Cl)cc1 (stereo unspecified) is listed as -8%, i, 3%, 6%, -6%

Three structures out of the list, sorted by length of the SMILES, rising:
SMILES	Salmonella PhoP GFP	VEEV TC-83 Vero	H37Rv inhibition	tuberculosis growth	influenza NS1A
CCCC(C)C(=O)Nc1cccc(NC(C)=O)c1 (stereo unspecified)	18%	i	0%	-1%	-2%
CCOc1ccc(NC(=O)CN2CCN(CC(=O)Nc3ccc(OC)cc3OC)CC2)cc1	11%	0.9%	7%	21%	-2%
CCOc1ncccc1C(=O)NNC(=O)c1cccc(S(=O)(=O)Nc2ccc(OC)cc2)c1	-7%	1.4%	-10%	15%	-8%

Next part:
SMILES	Salmonella PhoP GFP	VEEV TC-83 Vero	H37Rv inhibition	tuberculosis growth	influenza NS1A
CNC(CC(C)C)C(=O)NC1C(=O)NC(CC(N)=O)C(=O)NC2C(=O)NC3C(=O)NC(C(=O)NC(C(=O)O)c4cc(O)cc(O)c4-c4cc3ccc4O)C(O)c3ccc(c(Cl)c3)Oc3cc2cc(c3OC2OC(CO)C(O)C(O)C2OC2C[C@](C)(N)C(O)C(C)O2)Oc2ccc(cc2Cl)C1O (stereo partly specified)	-2%	1.0%	1µM*	?	2%
CSc1ccccc1OCc1cc(C(=O)NC2CCOC(C)(C)C2)no1 (stereo unspecified)	-6%	1.5%	-9%	-1%	7%
CCOC(=O)C1CCN(c2cc3c(cc2NC(=O)c2ccccc2Cl)n(C)c(=O)n3C)CC1	2%	6.0%	47µM*	36%	6%
CCOc1ccc(-c2nc(CSCC(=O)NCC3CCCO3)c(C)o2)cc1 (stereo unspecified)	-2%	5.9%	-5%	-3%	5%
C#CCOCCOCCOCCNc1nc(N2CCN(C(=O)[C@H](CCCCN)n3cc(CN)nn3)CC2)nc(N2CCN(C(=O)[C@H](CCC(=O)O)n3cc([C@@H](N)[C@H](C)CC)nn3)CC2)n1	nt	0.7%	-3%	-17%	-9%
COc1ccc(NS(=O)(=O)c2ccc(-c3coc(C)n3)cc2)cc1OC	-16%	i	-3%	2%	-2%
COc1ccc(NC(=O)CN(C)C(=O)c2cn(-c3ccccc3)nc2-c2cccnc2)cc1	-2%	7.0%	5%	26%	5%
CNC(=S)Nc1cccc(S(=O)(=O)NC2=NCCC2)c1	1%	1.9%	-7%	3%	4%
O=C(Nc1ccc(Cn2cccn2)cc1)c1ccc(COc2ccc(Br)cc2)cc1	0%	1.5%	-7%	-13%	7%
NC(=O)c1ccc(NC(=O)COC(=O)CC23CC4CC(CC(Br)(C4)C2)C3)cc1	nt	1.6%	5%	2%	2%
Cc1cc(OC(C)C(=O)NCCN2CCOCC2)c2c(C)c(C)c(=O)oc2c1 (stereo unspecified)	4%	1.2%	3%	6%	3%
COc1ccc(-n2nc(C(=O)NCC(=O)NC(C)C)c3ccccc3c2=O)cc1	-3%	0.1%	2%	2%	15%
CC(NC(=O)COC(=O)c1ccccc1O)C1CC2CCC1C2 (stereo unspecified)	nt	0.8%	12%	?	-2%
COC(=O)c1cc(C(=O)OC)cc(-n2c(C)cc(C=O)c2C)c1	-4%	1.7%	0%	57%	-5%
O=C(NC1CC1)c1cccc(Oc2ccccc2)c1	-3%	0.4%	7%	41%	-10%
CC1(C)Cc2nc3sc(C(=O)NCCO)c(N)c3cc2CO1	4%	5.5%	6%	-6%	-9%
Oc1ccc(/C=N/NC(=S)Nc2cccnc2)c(O)c1O	nt	4.7%	nt	nt	3.6µM*
Nc1cc2c(cc1C(=O)c1cccc(Br)c1)OCCO2	-12%	1.5%	7%	34%	2%
CC(=O)c1ccc(NC(=O)COC(=O)C2CCN(S(=O)(=O)c3cccs3)CC2)cc1	nt	i	nt	nt	1%
CN1C(=O)/C(=C/C=C2\SCCN2C)OC1=S	-12%	0.4%	9%	36%	3%
O=C(Nc1cccnc1)c1sc2cccc(F)c2c1Cl	-8%	1.9%	1%	24%	9%
CC(Cc1cccnc1)NC(=O)CCc1nnc(-c2ccccc2)o1 (stereo unspecified)	22%	1.6%	2%	4%	-6%
C=C(C)c1cccc(C(C)(C)NC(=O)Nc2ccc(C)cn2)c1	-3%	1.3%	3%	-7%	1%
Cn1c(N)cc(=O)[nH]c1=S	nt	1.3%	nt	nt	-13%
CCOC(=O)C1(CCOc2ccccc2)CCN(Cc2nccn2CC)CC1	-7%	i	-3%	35%	-17%
c1ccc(-c2nc(N3CCOCC3)s[n+]2-c2ccccc2)cc1	-7%	0.1%	-9%	3%	6%
CCOC(=O)C1(Cc2ccccc2)C(=O)Nc2ccccc21 (stereo unspecified)	-2%	1.2%	-4%	-33%	1%
CC(C)OC(=O)CCCNc1ccc([N+](=O)[O-])cc1[N+](=O)[O-]	-1%	i	8%	17%	2%
CCOc1ccc(N2CC(C(=O)Nc3ccc(S(=O)(=O)N4CCOCC4)cc3)CC2=O)cc1 (stereo unspecified)	-3%	1.6%	1%	11%	-1%
O=C(Nc1nc2c(F)cccc2s1)C1CC1	-2%	3.6%	-5%	7%	-12%
Cc1ccc2[nH]c3c(=O)n(CCC4=CCCCC4)cnc3c2c1	10%	nt	3%	14%	nt
COc1ccc(CN(C2CCCCC2C)S(=O)(=O)c2ccc(S(=O)(=O)N(C)C)cc2)cc1OC (stereo unspecified)	0%	6.0%	0%	12%	3%
CC1CCCN(C(=O)C2CC(=O)N(c3ccc(Cl)cc3)C2)C1 (stereo unspecified)	-1%	0.6%	11%	36%	3%
C=CCNC(=O)c1ccc(Cn2c(=S)[nH]c3cc4c(cc3c2=O)OCO4)cc1	-6%	3.4%	-1%	-10%	-16%
O=C(NCc1ccccc1)C(c1ccco1)N(C(=O)c1csnn1)C1CC1 (stereo unspecified)	-9%	0.5%	-14%	2%	-1%
Cc1ccc(C)c(NC(=O)C(OC(=O)c2cnc(C)cn2)c2ccccc2)c1 (stereo unspecified)	0%	0.3%	-4%	-6%	-5%
COc1ccc(C(=O)Nc2c3c(nn2-c2cccc(Cl)c2)CS(=O)C3)cc1 (stereo unspecified)	6%	i	4%	0%	-1%
Cc1c(C(=O)N2CCOCC2)sc2nc(-c3ccccc3)cn12	0%	1.5%	-5%	2%	4%
COC(=O)c1cccc(CSc2nnc(C)s2)c1	8%	i	-3%	10%	-1%
CCCCCc1ccc(-c2ccc(OCC)cc2)nc1	4%	0.0%	21%	77%	-15%
CCOc1ccc(Br)cc1S(=O)(=O)Nc1cccc(S(=O)(=O)N2CCOCC2)c1	nt	2.1%	nt	nt	-6%
C=CCn1c(C)cc(C(=O)CSc2nnc(NCc3ccccc3)s2)c1C	-23%	0.8%	8%	27%	10%
COc1cccc(C(C)NC(=O)Nc2cccc(C(F)(F)F)c2)c1 (stereo unspecified)	3%	2.0%	3%	21%	2%
CCN(CC)C(=O)N1c2ccccc2Sc2ccccc21	7%	?	3%	25%	2%
CC(C)NS(=O)(=O)c1ccc(CCC(=O)Nc2cc(Cl)ccc2Oc2ccccc2)cc1	-2%	4.8%	8%	40%	4%

Brought forward from above: 2 entries, then new ones.
SMILES	Salmonella PhoP GFP	VEEV TC-83 Vero	H37Rv inhibition	tuberculosis growth	influenza NS1A
CCN(CC)C(=O)N1c2ccccc2Sc2ccccc21	7%	?	3%	25%	2%
CC(C)NS(=O)(=O)c1ccc(CCC(=O)Nc2cc(Cl)ccc2Oc2ccccc2)cc1	-2%	4.8%	8%	40%	4%
CS(=O)(=O)Nc1ccc(C(=O)N2CCCC2)cc1	-12%	i	-11%	-6%	-8%
CC(C)c1cc(CN2CCN(CCC#N)CC2)cc(C(C)C)c1O	-3%	1.6%	-3%	nt	4%
O=C(NC(=S)N(CCO)Cc1ccccc1)c1cc(Br)ccc1Cl	-5%	i	-5%	?	2%
Oc1ccc(NCc2cccc(OCc3ccc(F)cc3)c2)cc1	-7%	0.9%	?	?	7%
CCC(CO)Oc1cc(NCc2ccc(OC)cc2)c2ncn(C(C)C)c2c1 (stereo unspecified)	nt	i	?	1%	1%
CN(C(=S)NC(=O)/C=C/c1ccc(F)cc1)C1CCCCC1	-4%	1.5%	5%	-6%	0%
COc1cccc(/C=C2\SC(=S)N(C(C(=O)O)c3ccccc3)C2=O)c1OC (stereo unspecified)	-4%	0.7%	7%	32%	-25%

Screening results from PubChem.
